Screening data: PubChem, National Center for Advancing Translational Sciences (NCATS)
PTHR1 agonist = activates the human parathyroid hormone receptor PTHR1; Q03431; HEK293 GP2 PTHR1 cells, GloSensor cAMP luminescence, 1 h; Potency, µM (top dose mostly 115 µM), inactives show at the highest dose activation, actives largely listed as activators; 410,000 compounds, 0.075% hits; AID 743266; also: nearly all actives have a fitted effect of over 55% in size; some results filed as inactive show a strong effect at the top dose; inactives centre near -15; many of its hits are not listed in these tables
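HEK-293-derived GP2 cells expressing PTHR1 and a GloSensor cAMP reporter, 3,000/well, plated overnight, given luciferin plus IBMX (each 0.5 mM as added) for 1 h at 37 °C, then compound for 1 h at 37 °C. Luminescence was read after 15 min at room temperature.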
EPAC1 ag = EPAC1 (human) agonism | Potency, µM (doses to about 154 µM), without a hit: at the top dose activation, usual class: activators | 360,000 compounds, 0.073% hits | EPAC1 agonist qHTS, biochemical assay; response scale: 100% = response to 6.5 mM cAMP | O95398; also: nearly all actives have a fitted effect of over 60% in size
Target sequence (O95398 whole entry, looked up): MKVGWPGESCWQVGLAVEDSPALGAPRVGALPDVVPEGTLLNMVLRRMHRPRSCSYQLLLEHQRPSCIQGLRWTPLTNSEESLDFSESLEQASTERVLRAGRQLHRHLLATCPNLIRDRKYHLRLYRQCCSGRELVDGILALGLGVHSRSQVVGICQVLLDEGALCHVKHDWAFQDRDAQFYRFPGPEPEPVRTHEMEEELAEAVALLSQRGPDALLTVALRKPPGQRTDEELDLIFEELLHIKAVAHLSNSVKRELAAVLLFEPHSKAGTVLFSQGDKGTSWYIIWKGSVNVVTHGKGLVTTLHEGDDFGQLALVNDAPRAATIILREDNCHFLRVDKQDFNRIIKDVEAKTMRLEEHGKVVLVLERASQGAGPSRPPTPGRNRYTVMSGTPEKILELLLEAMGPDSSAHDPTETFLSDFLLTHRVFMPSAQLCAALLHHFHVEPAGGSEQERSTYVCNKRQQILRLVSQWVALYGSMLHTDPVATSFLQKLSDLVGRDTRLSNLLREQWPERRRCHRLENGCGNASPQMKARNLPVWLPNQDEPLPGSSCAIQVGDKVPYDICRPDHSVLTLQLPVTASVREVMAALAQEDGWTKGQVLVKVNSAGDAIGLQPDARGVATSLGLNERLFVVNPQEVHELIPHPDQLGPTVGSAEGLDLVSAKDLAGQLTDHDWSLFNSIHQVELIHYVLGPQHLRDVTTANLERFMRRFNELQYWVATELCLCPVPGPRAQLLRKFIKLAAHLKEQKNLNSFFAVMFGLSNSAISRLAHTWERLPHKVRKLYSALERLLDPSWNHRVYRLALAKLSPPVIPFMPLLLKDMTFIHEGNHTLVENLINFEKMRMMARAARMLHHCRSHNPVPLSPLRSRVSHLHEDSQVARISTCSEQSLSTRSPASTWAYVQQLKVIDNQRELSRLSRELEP
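Read-out is the fluorescence drop as BODIPY-GDP leaves Rap1B (480 nm excitation, 540 nm emission), recorded every 5 minutes over 30 minutes. Reactions held 100 nM EPAC1, 250 nM Rap1B–BODIPY-GDP and 50 uM GDP, with 6.5 mM cAMP setting full activation.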
TDP-43 yeast inh = inhibitors of TDP-43 toxicity in yeast | Potency, µM (top dose mostly 46.1 µM), for inactives: at the highest dose growth rescue (activation), actives largely listed as activators | TDP-43 expressing yeast growth rescue, BacTiter-Glo, 24 h | 410,000 compounds, 1.8% hits; also: % of control where 0% means no effect; nearly all actives have a fitted effect of over 50% in size
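Yeast cells expressing TDP-43 under galactose induction are exposed to compounds for 24 hr at 30 deg C. BacTiter-Glo luminescence measures growth, so protective compounds score as activators.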
aSyn yeast inh = inhibitors of alpha-synuclein toxicity in yeast. Potency, µM (series often up to 46.1 µM), for inactives: at the top dose growth rescue (activation), hits mostly activators. AID 652106. Yeast expressing alpha-synuclein, growth rescue, BacTiter-Glo, 24 h. 370,000 compounds, 0.14% hits; also: % of control where 0% means no effect; nearly all actives have a fitted effect of over 65% in size
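Galactose-induced alpha-syn yeast (OD600=0.02, raffinose-pregrown) + pinned cpd, 24 hr, 30 deg C; growth by BacTiter-Glo luminescence. Growth restoration scores as activation.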
EPAC2 agonist = agonists of human EPAC2 (RAPGEF4); Q8WZA2; 360,000 compounds, 0.079% hits; EPAC2 activation, biochemical qHTS; response scale: 100% = 6.5 mM cAMP response; Potency, µM (titrated, usually from 154 µM), inactives show top-dose activation, usual class: activators; also: nearly all actives have a fitted effect of over 50% in size
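Compounds were titrated in qHTS against a Rap1B-BODIPY-GDP (250 nM) complex with EPAC2 (100 nM) and GDP (50 uM). BODIPY-GDP release tracked at 480/540 nm over 30 min at room temperature, normalized to 6.5 mM cAMP.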
FUS yeast rescue = rescues growth of FUS-expressing yeast | Potency, µM (titrated, usually from 76.6 µM), without a hit: top-dose growth rescue (activation), most hits filed as activators | 390,000 compounds, 0.24% hits | S. cerevisiae FUS-expressing, growth rescue, OD600, 24 h;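 also: plate controls were DMSO vehicle for no effect and reference control for full effect; nearly all actives have a fitted effect of over 55% in size; some results filed as inactive show a strong effect at the top dose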
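Read-out: OD at 600 nm after 24hr at 30C, reporting rescue of FUS-induced yeast toxicity. Cells at OD 0.005 in galactose (2%) minimal medium; compounds tested in a dilution series; CP55940 titration from 92uM final as control.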
EPAC1 antag = blocks human EPAC1 exchange factor; EPAC1 GEF assay, Rap1b-BODIPY-GDP exchange fluorescence; Potency, µM (highest dose often 115 µM), inactives show at the top dose activity change, negative = inhibition, actives largely listed as inhibitors; 360,000 compounds, 0.14% hits;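 also: plate controls were vehicle for no effect and positive control for full effect; nearly all actives have a fitted effect of over 50% in size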
EPAC2 antag = blocks human EPAC2 exchange factor | 360,000 compounds, 0.18% hits | Q8WZA2 | EPAC2 GEF exchange of Rap1B-BODIPY-GDP, fluorescence | Potency, µM (highest dose often 114 µM), for inactives: at the top dose activity, negative = inhibition, most hits filed as inhibitors; also: % is scaled to controls: 0 for no effect and ±100 for the full control effect; nearly all actives have a fitted effect of over 45% in size; many of its hits are not listed in these tables
Starred values were filed as active, the others as inactive; i = inactive; ? = inconclusive; / = no result given; & = joins results of further samples; [ ] = another dose, or the depositor's remark. Calls follow the shape of the dose curve; as a rule, active = well fitted curve in the direction sought with a large enough effect; inconclusive = small, poorly fitted or top-dose-only effect, or another doubt; inactive = no such curve, though single readings can be large; an effect the other way counts as inactive or inconclusive. Potency is read from the fitted curve at half-maximal effect. This is a subset; rates above refer to the full screens.

SMILES	PTHR1 agonist	EPAC1 ag	TDP-43 yeast inh	aSyn yeast inh	EPAC2 agonist	FUS yeast rescue	EPAC1 antag	EPAC2 antag
CCOc1ccc(-n2c(C)c(C(C)=O)c3cc(OCC(N)=O)ccc32)cc1	i	-5%	12%	2%	-1%	-1%	2%	11%
O=C(CSc1ccc2c(c1)OCCO2)NCc1ccco1	i	-4%	4%	10%	2%	?	0%	1%
CN(C)c1nc(Oc2ccc(=O)[nH]n2)nc(N2CCCCC2)n1	i	-6%	3%	-11%	-3%	-13%	7%	1%
COc1ccc(CNCc2cc(C)c(OC)cc2C)c(OC)c1	-20%	0%	15%	5%	-1%	-8%	15%	-9%
COc1ccc(S(=O)(=O)N(CCC(N)=O)Cc2ccco2)cc1OC	i	7%	-2%	1%	13%	12%	6%	8%
Cc1nc(N2CCN(c3ccccn3)CC2)c2c(C)c(C(=O)N3CCN(c4ccc(F)cc4)CC3)sc2n1	-25%	16%	12%	2%	4%	24%	2%	-7%
CCOC(=O)C1(CC2CCCCO2)CCN(S(=O)(=O)c2ccsc2)CC1 (centres undefined)	?	12%	6%	0%	10%	-13%	?	6%
COc1cc(C(=O)NNC(=O)c2ccc3ccccc3n2)cc(OC)c1OC	i	12%	0%	1%[1.84 µM]	-3%	12%	10%	-1%
COC(C#CCCN(C)C)(c1ccccc1)c1ccccc1	-13%	5%	-5%	?	2%	/	11%	6%
CCOC(=O)C1=C(c2ccccc2)N(C)C(=O)NC1c1ccc(O)c(OC)c1 (centres undefined)	i	3%	-15%	-3%	2%	-5%	-7%	-11%
O=C(Nc1ccc2c(c1)OCO2)c1cc(C2CCCCN2S(=O)(=O)c2ccccc2)on1 (centres undefined)	-53%[inhibitor]	0%	11%	15%	6%	27%	1%	17%
O=C(NCc1cccs1)C(=O)c1c[nH]c2ccccc12	-19%	7%	21%	-7%	11%	-1%	-2%	2%
Cc1ccccc1C1C(C#N)=C(N)N(N(C)C)C2=C1C(=O)CC(C)(C)C2 (centres undefined)	-5%	1%	2%	2%	-4%	-31%	-14%	-3%
COc1cc(/C(O)=C(\C#N)c2nc3ccccc3[nH]2)cc(OC)c1OC	i	-11%	16%	9%	-1%	6%	-12%	8%
COc1ccccc1N1CCN(C2CCCN(C(=O)c3oc(C)cc3C)C2)CC1 (centres undefined)	-28%	-21%	-11%	-3%	18%	10%	-2%	-10%
Cc1cccc2cc(CN(Cc3ccco3)C(c3nnnn3CCc3ccccc3)C(C)C)c(=O)[nH]c12 (centres undefined)	i	-13%	0%	-1%	13%	20%	-9%	1%
COc1ccc(NC(=O)c2oc3cc(C)c(C)cc3c2C)c(OC)c1	-3%	0%	-3%	-5%	6%	-3%	-13%	-1%
CCCSc1nc2c(c(=O)n(C)c(=O)n2C)n1C	11%	2%	-1%	-2%	9%	-22%	-4%	-2%
COc1ccc(N(CC(=O)NCCc2cccc(C)c2)S(=O)(=O)c2c(C)noc2C)cc1	-5%&-1%	-6%	2%&11%	2%	18%	19%&-4%	-12%	-12%
Cc1ccccc1N1CCN(C(=O)NCc2cccc(Cl)c2)CC1	-37%[inhibitor]	-3%	0%	6%	12%	4%	-25%	?

Part of the list above, as labelled records.
O=C(NCc1cccs1)C(=O)c1c[nH]c2ccccc12
  PTHR1 agonist: -19%
  EPAC1 ag: 7%
  TDP-43 yeast inh: 21%
  aSyn yeast inh: -7%
  EPAC2 agonist: 11%
  FUS yeast rescue: -1%
  EPAC1 antag: -2%
  EPAC2 antag: 2%

Cc1ccccc1C1C(C#N)=C(N)N(N(C)C)C2=C1C(=O)CC(C)(C)C2 (centres undefined)
  PTHR1 agonist: -5%
  EPAC1 ag: 1%
  TDP-43 yeast inh: 2%
  aSyn yeast inh: 2%
  EPAC2 agonist: -4%
  FUS yeast rescue: -31%
  EPAC1 antag: -14%
  EPAC2 antag: -3%

COc1cc(/C(O)=C(\C#N)c2nc3ccccc3[nH]2)cc(OC)c1OC
  PTHR1 agonist: i
  EPAC1 ag: -11%
  TDP-43 yeast inh: 16%
  aSyn yeast inh: 9%
  EPAC2 agonist: -1%
  FUS yeast rescue: 6%
  EPAC1 antag: -12%
  EPAC2 antag: 8%

(listing goes on)
SMILES	PTHR1 agonist	EPAC1 ag	TDP-43 yeast inh	aSyn yeast inh	EPAC2 agonist	FUS yeast rescue	EPAC1 antag	EPAC2 antag
Cc1oc2c(c1C(=O)c1ccc(Cl)cc1)C(=O)C(=O)c1ccccc1-2	i	-6%	9%	13%	7%	/	-6%	-8%
CCN1CCC[C@H]1CNC(=O)c1c(O)c(Cl)cc(Cl)c1OC	-12%	-23%	8%	2%&-2%	11%	-33%	-15%	10%
Cc1cccc(/C(N)=N/OC(=O)CCC2CCCCC2)c1	i	-16%	-8%	-7%	17%	2%	6%	-2%
CCN(CC(=O)Nc1ccccc1Br)C1CCCCC1	-14%	-5%	8%	-2%	6%	-21%	-12%	?
O=C(NCc1ccccn1)C1CCCN(S(=O)(=O)c2ccc(Br)cc2)C1 (centres undefined)	i	4%	23%	6%	12%	-7%	-11%	10%
Cc1cc(Cl)ccc1OC(C)C(=O)Nc1ccc(S(=O)(=O)Nc2cnc3ccccc3n2)cc1 (centres undefined)	-28%	0%	9%	0%	12%	20%	-24%	-2%
Cc1ccc(/C=N/NC(=O)NN(C)c2ncc(C(F)(F)F)cc2Cl)cc1	-22%	-4%	13%[9.22 µM]	2%	1%	3%	-12%	3%
CCC1Nc2ncnc(N3CCN(c4ccccn4)CC3)c2N(Cc2ccc(Br)cc2)C1=O (centres undefined)	-17%	-2%	-22%	0%	14%	10%	-21%	4%
O=C(Nc1ccc(F)cc1F)N1CCCC(c2nc(-c3ccc(F)cc3)no2)C1 (centres undefined)	-28%	6%	13µM*	0%	19%	?	-14%	-21%
O=C(N/N=C/c1cc([N+](=O)[O-])ccc1O)NC12CC3CC(CC(C3)C1)C2	i	-7%	-3%	-4%	-8%	/	-9%	-3%
COc1cc2c(cc1OC)C(COc1ccc(F)cc1)N(C(C)=O)CC2 (centres undefined)	-9%	-5%	/	/	2%	-18%	6%	?
ONC(=Nc1ccccc1Cl)c1ccccc1Cl	-11%	-4%	-16%[1.82 µM]	12%	8%	5%	4%	-15%
COCCN(CCOC)C(=O)C1CCN(c2ccc(S(=O)(=O)N3CCOCC3)cc2[N+](=O)[O-])CC1	i	-4%	11%	7%	3%	18%	2%	5%
Cc1ccc(S(=O)(=O)N2CCN(C(=O)CN3C(=O)c4ccc([N+](=O)[O-])cc4C3=O)CC2)cc1C	-28%	5%	-5%	-1%	7%	-16%	-11%	-3%
O=C(NC1CCCc2ccccc21)c1cncc(Br)c1 (centres undefined)	i	-8%	-10%	0%	2%	12%	14%	15%
NC(=O)c1nsc(C(=O)N(Cc2ccco2)C(C(=O)NCc2ccc(F)cc2)c2ccc(O)cc2)c1N (centres undefined)	i	4%	11%	-4%	12%	24%	-13%	-12%
CCOc1cccc(-c2nn3c(-c4ccco4)nnc3s2)c1	-12%[57.5 µM]	1%	0%	5%	-6%	11%	0%	-2%[57.1 µM]
Oc1ccc(N=Nc2ccc3c(c2)OCCO3)c(O)c1	-7%	4%	16%	10%	9%	10%	-24%	-10%
COc1ccccc1OCC(=O)NCC(c1cccs1)N1CCOCC1 (centres undefined)	-15%	6%	-4%	-5%	-5%	/	-13%	-3%
CN(CCOC(=O)c1ccc2c(c1)OCCO2)Cc1ccccc1	i	1%	3%	0%	-7%	7%	5%	1%
O=C(NCCC1=CCCCC1)C1CCN(S(=O)(=O)c2cnc[nH]2)CC1	i	8%	-24%	-1%	11%	26%	1%	8%
Cc1cc(-c2ccc(C)c(S(=O)(=O)NCCCN3CCN(c4ccccc4F)CC3)c2)on1	-44%[inhibitor]	9%	8%	8%	11%	15%	-19%	-17%
CCOc1ccccc1-n1c(SCC(=O)N2CCOCC2)nc2ccccc2c1=O	i	7%	2%	0%	-1%	4%	2%	-3%
CCCCn1nc(C(=O)N2CCc3ccccc32)c2ccccc2c1=O	-10%[57.5 µM]	25%	?	-5%	4%	29%	-7%	-5%
O=C(CN1C(=O)c2cccnc2Oc2ccc(Cl)cc21)Nc1ccccc1F	-14%	1%	-3%	6%	8%	-2%	-9%	-5%
COc1ccccc1C(=O)C1CCCN(C(=O)c2cnn(C(C)C)c2)C1 (centres undefined)	i	11%	16%	8%	-1%	-2%	-11%	4%
COc1ccccc1N1CCN(C(=O)/C=C/c2ccc3c(c2)OCO3)CC1	-3%[57.5 µM]	2%	?	5%	-1%	24%	8%	3%
CC(=O)c1c(C)[nH]c(C(=O)Nc2ccc(F)c(F)c2F)c1C	-26%	-1%	16%	-9%	8%	-13%	0%	19%
Cc1ccc(N(Cc2ccccc2F)S(C)(=O)=O)cc1C	-10%	19%	-7%	0%	14%	26%	1%	2%
CCCc1[nH]nc2c1C(c1cn[nH]c1-c1ccc(F)cc1)C(C#N)=C(N)O2 (centres undefined)	-35%[inhibitor]	3%	0%	-10%	0%	/	-2%	12%
CCCCN1CC(C)(C)[C@H](CC(=O)Nc2ccccc2)C1=O	i	-3%	10%	6%	-4%	-24%	-10%	4%
Cc1nn(-c2ccccc2)c(C)c1C(=O)NCc1cccs1	i	2%	3%	6%	-4%	/	3%	7%
Cc1ccc2nc(N3C(=O)C(O)=C(C(=O)c4ccc(C)o4)C3c3cccc(O)c3)sc2c1 (centres undefined)	-6%	-13%	2%	-3%	-7%	40%	50µM*	7%
COc1cc(NC(=O)c2ccco2)c(C(=O)O)cc1OC	i	0%	-4%	-12%	1%	23%	17%	17%
Cc1ccc(NC2=C/C(=N/S(=O)(=O)c3cccs3)c3ccccc3C2=O)cc1	-5%	1%	-6%	-16%	-8%	/	-15%	6%
CN(Cc1ccccc1)C(=S)NC(=O)C1CCCCC1	i	0%	?	7%	7%	13%	-20%	-2%
O=C1NNC(=O)C2C3C=CC(C4CC34)C12 (centres undefined)	i	-1%	-21%	-8%	4%	-18%	-4%	-9%
Cc1ccc(NC(=S)c2ccc(N(C)C)cc2)cc1	-82%[inhibitor]	-12%	2%	-6%	5%	/	-18%	7%
O=C(CN(Cc1cccs1)S(=O)(=O)c1ccc(S(=O)(=O)NC2CCCCC2)cc1)Nc1ccccc1	-2%	21%	-15%	0%	11%	?	9%	-12%
CC(=O)C[C@H]1c2cc(C(F)(F)F)ccc2S(=O)(=O)N1C1CCCCC1	-8%	-8%	9%	7%	4%	20%	-26%	-24%
